Source: PubChem BioAssay (National Center for Advancing Translational Sciences (NCATS))
KB-V1 cytotox: KB-V1 MDR subline cytotoxicity; KB-V1 MDR cells viability, CellTiter-Glo, 72 h; hit rate 3.4% among 400,000; Potency, µM (titrated, usually from 46.1 µM), for inactives: at the highest dose activity change, negative = cytotoxicity, actives largely listed as cytotoxic; AID 1347076; further: potency means the concentration at half of the fitted maximal effect; on the % scale 0 is the no-effect control and ±100 the full control effect; nearly all actives have a fitted effect of over 60% in size
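Potencies derive from concentration-effect curves fitted to normalized luminescence (CellTiter-Glo) of KB-V1 cells treated for 72 h at 37 degrees C in phenol-red-free DMEM containing 10% FBS.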
DRD3 agonist: activates the human D3 dopamine receptor; max activation, %; D3R DiscoveRx beta-arrestin cells, luminescence, 90 min; hit rate 0.58% among 410,000; P35462; in the data active means max activation above about 30%; further: 0% is about no effect; mostly tested at two doses, the higher about 12 µM
Target sequence (P35462 whole entry, looked up): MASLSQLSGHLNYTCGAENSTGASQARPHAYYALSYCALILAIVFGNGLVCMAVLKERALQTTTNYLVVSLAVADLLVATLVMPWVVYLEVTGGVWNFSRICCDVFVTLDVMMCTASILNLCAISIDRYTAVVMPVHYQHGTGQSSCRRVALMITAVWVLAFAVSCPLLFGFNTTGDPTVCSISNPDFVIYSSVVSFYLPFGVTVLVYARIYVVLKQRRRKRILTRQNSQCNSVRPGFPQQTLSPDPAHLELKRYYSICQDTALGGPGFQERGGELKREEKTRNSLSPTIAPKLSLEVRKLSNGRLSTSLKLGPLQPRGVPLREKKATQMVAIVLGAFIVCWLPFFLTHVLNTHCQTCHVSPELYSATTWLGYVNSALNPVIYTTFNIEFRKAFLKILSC
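Cells at 1500/well, incubated overnight, then treated with pinned compounds (dopamine as control) for 90 min at 37 degrees C. DiscoveRx reagent added for 30 - 60 minutes at room temperature; luminescence read.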
GLP-1R agonist: agonists of human GLP-1 receptor | P43220 | hit rate 0.007% among 380,000 | Potency, µM (top dose mostly 45.6 µM), inactives show at the top dose activation, usual class: activators | HEK293 GLP-1R CRE-luciferase, luminescence, 4-6 h; cells express a hypersensitive GLP-1R form | AID 624172; further: potency means the concentration at half of the fitted maximal effect; % of control where 0% means no effect
Target sequence (P43220 whole entry, looked up): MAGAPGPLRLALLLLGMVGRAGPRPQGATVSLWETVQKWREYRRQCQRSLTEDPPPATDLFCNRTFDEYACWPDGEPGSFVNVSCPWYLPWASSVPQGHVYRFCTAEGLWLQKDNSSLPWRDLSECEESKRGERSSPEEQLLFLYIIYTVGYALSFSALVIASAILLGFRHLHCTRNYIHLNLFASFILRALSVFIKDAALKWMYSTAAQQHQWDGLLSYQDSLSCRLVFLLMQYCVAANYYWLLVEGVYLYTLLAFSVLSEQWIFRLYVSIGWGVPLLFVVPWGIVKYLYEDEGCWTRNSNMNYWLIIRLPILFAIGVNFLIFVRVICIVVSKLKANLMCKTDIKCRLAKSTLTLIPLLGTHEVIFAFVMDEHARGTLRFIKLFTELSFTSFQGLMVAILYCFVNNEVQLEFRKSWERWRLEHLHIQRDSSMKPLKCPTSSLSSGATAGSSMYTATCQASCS
IL1B secr inh: inhibitors of inflammasome signaling (IL-1 beta secretion); hit rate 4.7% among 360,000; activity change, % at 57.5 µM; THP-1 LPS/ATP IL-1B secretion, AlphaLISA, 16 h; stronger effect = lower value; in the data active means activity change below about -50%; inconclusive means mostly about -30% to -49%; further: on the % scale 0 is the no-effect control and ±100 the full control effect
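Secreted IL-1B measured by AlphaLISA bead assay after 16 h compound exposure of THP-1 cells; compounds (final up to 57.5 uM) added 1 h before LPS (250 ng/mL) and ATP (1.25 mM) stimulation; lower signal means less secretion.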
DRD3 antagonist: blocks the human D3 dopamine receptor; D3R cells, DiscoveRx beta-arrestin luminescence, antagonist mode; stronger effect = lower value; hit rate 2.5% among 360,000; P35462; max response, negative = inhibition, %; in the data active means max response below about -50%; inconclusive means no clear call, values can overlap the other calls; further: on the % scale 0 is the no-effect control and ±100 the full control effect; mostly tested at two doses, the higher about 12 µM
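Cells expressing the human receptor were seeded at 1500 cells/well, incubated overnight at 37 degrees C in 5% CO2, then exposed to library compounds with dopamine controls for 90 minutes at 37 degrees C before luminescent detection.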
SW480 rerep: induces DNA re-replication in SW480 colon adenocarcinoma cells. SW480 DNA re-replication, Hoechst DNA content imaging, 48 h. Potency, µM (doses to about 46.1 µM), for inactives: at the highest dose re-replication activation, hits mostly activators. hit rate 1.8% among 340,000. AID 624297; further: potency means the concentration at half of the fitted maximal effect; % of control where 0% means no effect; nearly all actives have a fitted effect of over 55% in size
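SW480 cells exposed to compounds for 48 hr at 37 C, 5% CO2, then Hoechst-stained 40 min. Nuclear DNA content imaged by fluorescence scanning (405 nm excitation, 500-530 nm emission); re-replication scored as increased high-intensity nuclei.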
HT1080 IDH1KD tx: HT-1080 IDH1 knockdown cell toxicity (counter line); Potency, µM (titrated, usually from 46.1 µM), inactives show at the highest dose activity, negative = toxicity, actives largely listed as cytotoxic; AID 686971; HT-1080 IDH1 knockdown viability, ATP luminescence, 48 h; hit rate 2% among 360,000;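 further: potency means the concentration at half of the fitted maximal effect; 0% = DMSO wells and -100% = cell-free medium wells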
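Luminescent ATP read-out (CellTiter-Glo, 10 min at room temperature) after 48 h compound exposure at 37 °C gave viability of IDH1-knockdown HT-1080 cells. Activity was normalised to DMSO and cell-free wells, then fitted as concentration-response curves.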
KB-3-1 cytotox: KB-3-1 parental cell cytotoxicity. Potency, µM (doses to about 46.1 µM), without a hit: top-dose activity change, negative = cytotoxic, usual class: cytotoxic. KB-3-1 viability, CellTiter-Glo ATP luminescence, 72 h. hit rate 1.4% among 400,000; further: potency means the concentration at half of the fitted maximal effect; on the % scale 0 is the no-effect control and ±100 the full control effect; nearly all actives have a fitted effect of over 60% in size
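Viability of parental KB-3-1 cells, measured by CellTiter-Glo luminescence, followed a 72 h incubation at 37 °C with pinned compounds in phenol-red-free DMEM containing 10% FBS.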
HT1080NT lethal: kills 2HG-producing HT-1080-NT fibrosarcoma cells; HT-1080-NT fibrosarcoma viability, CellTiter-Glo ATP luminescence, 48 h; Potency, µM (highest dose often 46.1 µM), inactives show at the top dose activity, negative = less viability, usual class: cytotoxic; hit rate 1.6% among 360,000; AID 686970;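 further: NT is the 2HG producing partner of a matched IDH1 knockdown line; potency means the concentration at half of the fitted maximal effect; 0% = DMSO-treated cells and -100% = media-only wells without cells; nearly all actives have a fitted effect of over 55% in size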
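Read-out is CellTiter-Glo luminescence after 10 minutes at room temperature, following 48 hours' compound treatment of HT-1080-NT cells (750 cells/well, RPMI, 5% FBS, 37 degrees C).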
Active calls of the source: *; i = inactive; ? = inconclusive; nt = not tested or not shown; & = joins results of further samples; [ ] = dose if it differs, or a comment. Unless noted, the call rests on the fitted dose curve; in most records, active means well fitted curve in the direction sought with a large enough effect; inconclusive means small, poorly fitted or top-dose-only effect, or another doubt; inactive means no such curve, though single readings can be large; an effect the other way counts as inactive or inconclusive. Rows were taken by chance, and some 12% of all compounds hit somewhere here.

| Molecule | KB-V1 cytotox | DRD3 agonist | GLP-1R agonist | IL1B secr inh | DRD3 antagonist | SW480 rerep | HT1080 IDH1KD tx | KB-3-1 cytotox | HT1080NT lethal |
| --- | --- | --- | --- | --- | --- | --- | --- | --- | --- |
| C=CCn1c(CCCNC(=O)C(C)(C)C)nc2ccccc21 | 0% | 5 | -4% | 24 | 1 | -4% | 6% | 2% | -8% |
| Clc1ccccc1CN1CCN(/N=C/c2ccncc2)CC1 | ? | 1 | -6% | -27 | 0 | 5% | -1% | -65% | 0% |
| CC(C)(C)SCCNC(=O)/C=C/c1ccccc1 | -3% | 8 | 16% | 5 | 5 | -5% | 3% | 7% | -1% |
| CCCc1cc(=O)[nH]c(/N=C(\N)Nc2ccccc2)n1 | ? | 13 | -15% | -3 | 5 | -1% | -3% | -4% | -6% |
| CC(C)Cn1nc(NS(=O)(=O)c2cccc3nonc23)c2cc3ccccc3nc21 | -16% | -9 | -2% | 0 | ? | -25% | -25% | -6% | -3% |
| COc1ccccc1NS(=O)(=O)c1cc(NC(=O)CC(C)(C)C)ccc1N1CCOCC1 | -16% | 2 | 13% | -27 | -10 | -1% | -12% | 3% | -11% |
| O=C(CN1CCN(S(=O)(=O)c2ccc(Cl)cc2)CC1)c1ccc(O)c(O)c1 | 5% | 10 | -4% | 45 | 0 | ? | 0% | 1% | -7% |
| CC1(C)Oc2ccc3ccc(=O)oc3c2CC1O (centres undefined) | -6% | -5 | -1% | ? | 4 | ? | -5% | -7% | -13% |
| Cc1cc(C)nc(NC(=O)Nc2ccc3c(c2)OCO3)c1 | 0% | 1 | -1% | -13 | -3 | -14% | 2% | 4% | 28% |
| COc1cccc(NC(=O)CN(C)C(=O)Cc2cccc3ccccc23)c1 | -15% | 2 | -6% | 38 | 9 | -6% | 1% | -23% | 3% |
| Cc1ccnc(SCc2cc(=O)c(OC(=O)c3cc([N+](=O)[O-])ccc3Cl)co2)n1 | -25% | 14 | 8% | -8 | -18 | -5% | -9% | -1% | -7% |
| Cc1ccc(-n2c(=O)c3ccc(C(=O)NCc4ccccc4Cl)cc3n(CC(N)=O)c2=O)cc1 | ? | -1 | 0% | nt | nt | nt | nt | -6% | nt |
| CCOc1ccc(NC(=S)N2CCN(S(=O)(=O)c3ccccc3)CC2)cc1 | -20% | 2 | -11% | i | -10 | ? | 21% | -11% | 10% |
| Cc1cccc(OCCCC(=O)Nc2ccc(S(N)(=O)=O)cc2)c1C | 17% | 1 | -2% | -10 | 19 | 0% | 5% | 17% | 2% |
| Cc1onc(-c2ccccc2)c1C(=O)/C=C/N(C)C | 4% | 8 | -1% | 3 | 2 | 16% | 8% | 5% | -11% |
| Cc1[nH]c2ccccc2c1/C=N/NC(=O)c1cccc([N+](=O)[O-])c1 | 0% | -8 | 6% | 2 | -4 | -1% | -3%&-17% | 0% | 0%&-18% |
| COc1cccc(C(=O)COc2ccc3c(C)c(Cc4ccccc4)c(=O)oc3c2)c1 | ? | -4 | 1% | 5 | -13 | 0% | 19% | 13% | 2% |
| CCOc1ccc(-n2c(=O)c3sccc3n(CC(=O)Nc3cccc(OC)c3)c2=O)cc1 | -1% | -2 | -4% | -4 | -5 | 7% | -2% | 7% | 3% |
| Cc1nnc(Nc2ccc(C(=O)O)cc2)[nH]c1=O | 7% | -3 | -1% | -2 | 0 | -1% | -4% | 3% | -3% |
| CCc1nc2c(OCc3ccccc3)cccn2c1N(C)C(=O)c1ccc(OC)cc1 | -12% | 2 | -2% | 23 | 10 | nt | 28% | 0% | ? |
| O=C(N/N=C/c1ccco1)c1cc(-c2ccc(Cl)cc2)n[nH]1 | 1% | 2 | 11% | -16 | 12 | 12% | 4% | 14% | 5% |
| CCOC(=O)C1=C(C)NC(C)=C(C(=O)OCC)C1C(=O)OCC(=O)N1CCc2ccccc2C1 | 0% | 2 | 7% | -25 | 14 | 1% | 0% | 7% | 1% |
| O=C(NCC1CCCN1S(=O)(=O)c1cccs1)C(=O)Nc1cccc(F)c1 (centres undefined) | -19% | -2 | 0% | -11 | -2 | 1% | -1% | 13% | 1% |
| O=C1c2ccccc2-c2cccc(C(=O)N3CCCCCC3)c21 | -3% | -6 | 0% | 5 | ? | 12% | -20% | -4% | -15% |
| COc1ccc(C2c3cc(OC)c(OC)cc3CCN2C(=O)c2ccccc2Br)cc1OC (centres undefined) | 10% | 3 | 3% | ? | -28 | ? | 1% | 1% | -18% |
| Cc1ccc2c(c1)N(CC(=O)Nc1ccccc1F)C(=O)C(C)O2 (centres undefined) | -10% | -13 | 4% | -1 | -8 | -5% | -13% | 0% | -10% |
| CCCCc1cc(=O)oc2cc(C)cc(OCC(=O)NCC3CCC(C(=O)O)CC3)c12 (centres undefined) | 11% | -2 | 4% | 10 | -3 | -13% | 4% | 0% | 2% |
| CCOc1ccc(NC(=O)CN2C(=O)NC3(CCCCCC3)C2=O)cc1 | ? | 0 | 3% | 11 | 5 | -30% | 2% | -24% | 0%[9.24 µM] |
| CN(CC(=O)Nc1ccccc1F)S(=O)(=O)c1ccc2c(c1)c(=O)n(C)c(=O)n2C | -1% | 48* | -1% | nt | nt | nt | nt | -12% | nt |
| C/C=C/C=C/C(=O)Nc1nccs1 | -1% | 5 | -8% | 6 | 12 | 0% | 6% | 8% | 7% |
| CC(Sc1nnc(CN2CCCC2)n1Cc1ccccc1)C(=O)Nc1ccc(F)cc1Cl (centres undefined) | -7% | -8 | 22% | ? | -2 | 3.7µM* | 1% | 1% | -4% |
| CC(=O)Nc1ccc(S(=O)(=O)N2CCN(S(=O)(=O)N3CCOCC3)CC2)cc1 | 2% | -7 | 4% | -10 | 10 | -7% | -13% | -7% | 7% |
| CN(C)CCNC(=S)Nc1ccc(Cl)cc1Cl | -4% | -2 | 3% | -7 | 0 | -3% | -13% | 1% | -16% |
| CC(C)(C)CC(C)(C)SSc1n[nH]c(=S)s1 | 10% | 2 | -1% | -73* | -14 | ? | 10% | ? | 18% |
| CC(/C=N\NC(=O)c1ccc2c(c1)OCO2)c1ccccc1 (centres undefined) | 15% | -3 | 11% | 17 | 9 | -16% | -1% | 2% | 4% |
| COc1ccc(C(CNC(=O)Cc2ccccc2)N2CCCCC2)cc1 (centres undefined) | ? | -34 | 7% | -6 | -19 | -1% | 7% | 26% | 6% |
| COc1ccc(C(CNC(=O)c2cccc(NC(=O)c3cccs3)c2)N2CCCC2)cc1 (centres undefined) | 21µM* | -18 | -7% | -11 | -82* | -5% | -9% | -5% | -5% |
| CCOC(=O)C(=O)C1=C(N2CCOCC2)/C(=C\c2ccc(F)cc2)CC1 | -8% | -7 | 6% | -20 | 0 | 2% | 5% | -2% | -13% |
| Cc1cc(O)c(C2=Nc3ccccc3SC(c3ccc(Cl)cc3)C2)c(=O)o1 (centres undefined) | ? | -3 | -9% | 16 | 12 | nt | 3% | 0% | ? |
| CCn1cc(C(=O)NCCCN2CC(C)CC(C)C2)c2cc(OC)c(OC)cc2c1=O (centres undefined) | 11% | 0 | -4% | -1 | -12 | -2% | 4% | 6% | 7% |
| CCC(C)(C)c1nnc(NC(=O)C2CC(=O)N(CCc3ccc(F)cc3)C2)s1 (centres undefined) | 1% | 8 | 9% | 38 | 10 | -5% | -10% | 3% | 3% |
| CCc1nnc(NC(=O)NCN2C(=O)C3C4C=CC(C4)C3C2=O)s1 (centres undefined) | 0% | 5 | -7% | 16 | ? | -6% | 1% | 6% | 9% |
| CC(C)c1ccc(S(=O)(=O)N2CCN(C(=O)C3CC3C)CC2)cc1 (centres undefined) | ? | 1 | -3% | -6 | 10 | 0% | -1% | -13% | 6% |
| CCOC(=O)CCC(=O)Nc1nnc2n1CCS2 | 0% | -4 | -3% | nt | nt | nt | nt | 13% | nt |
| CCOC(=O)/C(=C\c1cn(C)c2ccccc12)[N+](=O)[O-] | -19% | 2 | -10% | -85* | 26 | ? | 2% | -4% | 2% |
| Cc1ccccc1NS(=O)(=O)c1ccc2[nH]c(=O)[nH]c2c1 | 5% | -1 | 0% | 6 | 12 | -3% | 15% | 2% | -2% |
| COc1ccc(S(=O)(=O)Nc2cccnc2)cc1 | 12% | 1 | 4% | 3 | 4 | 1% | 0% | 4% | 5% |
| Cc1cc(-c2cc(C(=O)Nc3ccccc3)on2)nc(NCC2CC2)n1 | 6% | -2 | 3% | 3 | -11 | 2% | -2% | -17% | -3% |
| CC(C)(O)/C=C/C(=O)[C@](C)(O)C1[C@H](O)C[C@@]2(C)C3CC=C4C(C=C(O[C@@H]5O[C@H](CO)[C@@H](O)[C@H](O)[C@H]5O)C(=O)C4(C)C)[C@]3(C)C(=O)C[C@]12C (some centres undefined) | ? | -3 | -5% | 10 | 11 | 12% | 18% | 0% | 13% |
| COc1ccc(OS(=O)(=O)Cc2ccccc2)cc1 | 16% | -7 | 16% | -14 | -3 | -5% | 21% | 23% | 18% |
| COC(C/C=C/[C@H](O)[C@H](C)OCc1ccccc1)OC | ? | 10 | 11% | 3 | 0 | -6% | 8% | 3% | 13% |
| Cc1ccc(/C=N/NC(=O)c2nnn(-c3nonc3N)c2CN(C)C)s1 | -31% | -8 | -1% | 0 | -26 | 11% | 0% | 0% | -1% |
| O=C(Nc1ccc2c(c1)OCCO2)C1CCCN1S(=O)(=O)c1cccc2cccnc12 (centres undefined) | ? | 1 | 19% | 10 | 2 | 3% | 12% | -7% | 15% |
| CCN(C(=S)Nc1ccccc1F)C1CCCCC1 | -11% | 1 | -5% | -8 | -11 | 7% | 5% | 1% | 5% |
